Source: PubChem (Broad Institute)
esBAF inh = blocks esBAF chromatin remodeling in mouse ES cells; Bmi1-luciferase knock-in reporter, 24 h; 100% = twice the neutral-well signal; reporter increase, % at 12.5 µM; 350,000 tested, 2% active; AID 602393; in the data active = activation above about 40%;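 note: 0% = median of the plate's neutral control wells and 100% = double that signal; a rise in the Bmi1 reporter signal indicates esBAF inhibition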
RAD54 inh = RAD54 (human) branch migration inhibition; 360,000 tested, 0.14% active; RAD54 Holliday junction branch migration, FAM/BHQ fluorescence; inhibition, % at 10.4 µM; Q92698; AID 602329;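 active = mean normalized replicate activity at least 40 and at least half of replicates scoring 40 or more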;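 note: 0% = median of neutral control wells and 100% = median of positive control wells; inhibitors cause a drop in the FAM fluorescence signal; in these data hits start at about 50%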
INS-1E GSIS act = primary screen for activators of insulin secretion dependent on glucose, INS-1E cells, GLuc reporter luminescence; INS-1E GLuc reporter insulin secretion, 2-3 h; activation, % at 16.6 µM; 370,000 tested, 0.61% active; AID 743287;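 active = lowest replicate activation of at least 40%, so every replicate reaches that level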;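 note: 0% = median of neutral control wells and 100% = median of IBMX positive control wells; some compounds called inactive have numbers as strong as hits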
ARNT TACC3 PPI = disruptors of human ARNT/TACC3 interaction. Q9Y6A5. AlphaScreen His-ARNT PAS-B/GST-TACC3 binding, luminescence; TACC3 fragment carries E629A point mutation. inhibition, % at 9.99 µM. 390,000 tested, 0.66% active. AID 623870;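 active = mean inhibition of replicates at least 50% and at least half of replicates each reaching 50%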;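 note: 0% = complete ARNT plus TACC3 wells and 100% = ARNT alone without TACC3; many hits fall short of the cut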
XiGFP reactiv = X-chromosome reactivation activator | XiGFP mouse fibroblasts, % GFP-positive cells imaging, 3 d; cells co-treated with 5-aza-dC sensitizer; scaled so ellipticine positive control = 100% | activation, % at 7.58 µM | 360,000 tested, 0.055% active | AID 743238;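 active = mean normalized replicate activation at least 10% and every replicate at or above 10%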;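 note: 0% = median of on-plate neutral control wells and 100% = ellipticine 6 µM median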
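Material: XiGFP fibroblasts, SV40-immortalized; Buffer or medium: DMEM containing 5-aza-dC; Compound dosing: single point; Times: 3 days compound exposure.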
ERAP1 inh = blocks human ERAP1 aminopeptidase activity | 340,000 tested, 0.15% active | inhibition, % at 10.7 µM | recombinant ERAP1, Leu-AMC fluorescence, 60 min | Q9NZ08;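 active = mean replicate inhibition of at least 30%, or all replicates individually reaching that 30% level; inactive = mean below 30% and not every replicate reaching it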;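 note: 0% = neutral control wells and 100% = L-leucinethiol positive control wells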
Target sequence (Q9NZ08 whole entry, looked up): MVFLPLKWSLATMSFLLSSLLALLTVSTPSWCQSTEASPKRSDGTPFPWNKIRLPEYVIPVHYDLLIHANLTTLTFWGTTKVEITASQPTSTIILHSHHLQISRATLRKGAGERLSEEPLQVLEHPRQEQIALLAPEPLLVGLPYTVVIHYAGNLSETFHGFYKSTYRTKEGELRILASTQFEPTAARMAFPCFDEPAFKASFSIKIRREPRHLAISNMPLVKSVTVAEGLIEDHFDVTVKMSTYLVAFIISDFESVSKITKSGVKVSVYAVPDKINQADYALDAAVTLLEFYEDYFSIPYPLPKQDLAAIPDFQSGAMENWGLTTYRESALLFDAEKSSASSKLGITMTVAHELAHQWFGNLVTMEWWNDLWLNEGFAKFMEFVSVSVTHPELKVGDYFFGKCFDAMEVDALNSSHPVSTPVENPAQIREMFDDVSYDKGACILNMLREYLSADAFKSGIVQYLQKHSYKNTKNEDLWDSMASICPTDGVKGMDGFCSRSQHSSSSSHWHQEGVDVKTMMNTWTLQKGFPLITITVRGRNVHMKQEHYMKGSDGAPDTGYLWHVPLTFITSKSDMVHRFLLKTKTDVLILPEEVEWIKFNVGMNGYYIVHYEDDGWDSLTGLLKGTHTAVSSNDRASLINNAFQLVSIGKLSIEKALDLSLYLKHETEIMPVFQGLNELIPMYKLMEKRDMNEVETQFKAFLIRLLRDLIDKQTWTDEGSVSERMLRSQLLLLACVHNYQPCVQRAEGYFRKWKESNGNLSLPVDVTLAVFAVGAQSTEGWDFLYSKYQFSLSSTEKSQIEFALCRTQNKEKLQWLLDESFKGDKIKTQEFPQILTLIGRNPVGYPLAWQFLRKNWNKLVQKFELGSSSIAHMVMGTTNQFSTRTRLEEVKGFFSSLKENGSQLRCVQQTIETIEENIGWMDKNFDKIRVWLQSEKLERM
RAD52 inh = RAD52 (human) annealing inhibition; 360,000 tested, 0.46% active; P43351; AID 651710; recombinant RAD52 DNA annealing, FRET fluorescence; inhibition, % at 18.7 µM;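 active = every replicate showing at least 50% inhibition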
CFTR F508del cor = correctors of CFTR F508del function in bronchial epithelial cells; 350,000 tested, 0.36% active; activity (quench increase), % at 7.58 µM; CFBE cells, YFP halide quenching; stimulated with forskolin plus potentiator P3; % fluorescence drop versus neutral controls;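 active = mean added fluorescence quench of at least 8% versus neutral control, with both replicates also reaching 8%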;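 note: cells transiently co-express mutant CFTR-F508del with the halide-sensitive YFP; corrector assay measuring rescue of mutant channel to the surface after 24 h compound exposure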
Active calls of the source: *; x = no result given; & = joins results of further samples.

SMILES	esBAF inh	RAD54 inh	INS-1E GSIS act	ARNT TACC3 PPI	XiGFP reactiv	ERAP1 inh	RAD52 inh	CFTR F508del cor
CC(C)(C)c1ccc(C(=O)NC(=S)N2CCCC2)cc1	-4	1	18	-2	0.0	-6	-3	-0.1
CC(=O)c1c(C)oc2ccc(NS(=O)(=O)c3ccc(F)cc3C)cc12	6	-6	223*	19	0.3	1	1	-3.0
CCOC(=O)c1sc(=S)n(C)c1NC(=O)c1ccccc1C	x	-3	14	17	0.1	x	x	x
O=C(NCc1ccccc1F)C1CCCN1C(=O)NC1CCCCC1 (configuration not stated)	-9	-6	-21	-3	x	x	x	x
COC(=O)[C@@H]1[C@@H](CO)[C@@H]2Cn3c(cccc3=O)[C@@H]2N1C(=O)C1CC1	3	-3	20	0	0.1	4	-1	0.1
Cc1ccc2c(c1)N(CC(=O)N1CCc3ccccc3C1)C(=O)CO2	0	7	3	0	x	x	x	x
O=C(NC(NC(=S)Nc1cccc(Cl)c1)C(Cl)(Cl)Cl)OCc1ccccc1 (configuration not stated)	2	-2	-34	14	x	x	x	x
COCCn1c(C)cc(C(=O)CSc2nnc3ccccn23)c1C	-72	7	13	-3	0.0	3	-7	-1.5
Cc1ccc([C@H]2C[C@H](O)[C@@H](n3cc(C4CC4)nn3)CN2C(=O)C2CCCCC2)cc1	-5	-12	-5	x	0.1	-5	-2	0.0
O=C(NCc1ccc(F)cc1F)c1cc(COc2c(F)cccc2F)on1	x	x	-22	-5	-0.1	-17	-36	-4.4
COc1ccccc1CN1CCC(n2nccc2NC(=O)CCOc2ccccc2)CC1	-9	11	10	0	0.3	0	-36	2.5
O=C1C2CC=C(Cl)CC2C(=O)N1CCc1ccccc1 (configuration not stated)	12	-19	0	-6	x	x	x	x
C[C@H](NC(=O)c1ccccc1Cl)C(=O)OCC(=O)NNC(=O)c1cccs1	-1	3	-3	-4	0.0	-10	2	0.1
Cc1cccc(C(=O)Nc2nnc(COc3ccccc3)s2)c1	x	x	6	2	0.0	0	-13	3.0
O=C(NC(C(=O)N1CCCC1C(=O)O)=C1CCCCC1)c1ccccc1 (configuration not stated)	-7	6	30	-1	x	x	x	x
CC(C)NC(=O)Nc1ccc2c(c1)C(=O)N([C@H](C)CO)C[C@H](C)[C@H](CN(C)C)OCCCC[C@H](C)O2	x	4	27	-8	0.6	-1	-22	-2.4
CC(C)C1Cc2[nH][nH]c(=O)c2C(C2CC2)O1 (configuration not stated)	x	x	-12	x	0.0	-2	-10	-2.6
Nc1nnc(CSCc2ccc(F)cc2)s1	-12	5	35	-4	x	x	x	x
C[C@@H]1CN([C@H](C)CO)C(=O)c2cc(NC(=O)CCC(F)(F)F)ccc2O[C@H]1CN(C)S(C)(=O)=O	-3	4	10	0	0.4	x	4	-2.1
O=C1c2ccccc2C(=O)c2c(/C=C/N3CCCCC3)ccnc21	x	x	x	35	3.3	0	-9	-4.2
Cc1ccc(N2C(=O)CC(N3CCc4ccccc43)C2=O)cc1Cl (configuration not stated)	1	-4	-11	-3	-0.1	-1	5	-0.1
Cc1ccc(NC(=O)C2CCCN(c3ncccn3)C2)cc1C (configuration not stated)	55*	18	77	-14	0.0	6	-2	-3.0
CC(=O)c1ccc(S(=O)(=O)N(C)CCCC(=O)N2CCN(c3ncccn3)CC2)cc1	-2	1	-8	x	-0.1	1	-2	3.3
O=C(COC(=O)COc1cccc(F)c1)Nc1nc2ccccc2s1	4	-4	17	-4	-0.1	-3	-8	0.2
O=C(Nc1ccc(C(F)(F)F)cc1)N[C@@H]1CC[C@@H](CC(=O)N2CCCCC2)O[C@H]1CO	1	1	0	-2	0.1	2	-2	3.8
Cc1ccc2nc(-c3cccc(Br)c3)c(Cc3ccsc3)n2c1	x	x	-4	x	-0.1	0	-35	-0.3
O=C(CSc1nnnn1C1CC1)N1CCN(Cc2ccccc2F)CC1	2	7	-5	-4	0.3	-3	-14	0.0
CCCCN(C(=O)c1cccc2c(=O)c(C)c(-c3ccccc3)oc12)c1ccccc1	x	x	-29	20	0.1	1	-9	0.9
Cc1ccc(NC(=O)NCc2cccnc2)cc1Cl	x	11	-5	2	-0.1	2	-4	1.6
C[C@@H]1CN([C@@H](C)CO)C(=O)Cc2cc(NC(=O)c3ccncc3)ccc2O[C@@H]1CN(C)Cc1ccc2c(c1)OCO2	6	-2	7	6	-0.3	-1	-1	1.8
O=C(O)c1ccc2c(c1)C(=O)N(c1cccc(S(=O)(=O)Nc3cccc(C(F)(F)F)c3)c1)C2=O	-7	5	-18	0	-0.2	2	-14	-2.7
COc1ccc(Cn2c(=O)[nH]c3cc(C(=O)Nc4ccccc4C)ccc32)cc1	4	-13	6	-7	0.0	2	-2	-0.8
COC(=O)c1ccc(Nc2ncnc3sccc23)cc1	42*	-13	21	25	0.2	0	-19	1.9
COc1ccccc1OCCn1c(=O)n(C)c2ccccc21	13	-7	24	1	0.0	-6	-7	-1.1
C[C@H]1CN([C@@H](C)CO)C(=O)CCCn2cc(nn2)CO[C@@H]1CN(C)C(=O)CCC(F)(F)F	-1&1&-4	0&6&-4	-7&9	-9&-5	0.3	11&-2&-1	-8&-7&-13	-0.4&-1.2&0.9
O=C(CC1NCCNC1=O)Nc1cccc([N+](=O)[O-])c1 (configuration not stated)	12	x	-7	2	0.1	1	-3	-1.9
NC(=O)c1oc2ccccc2c1NC(=O)CS(=O)(=O)c1ccccc1	-1	-2	1	x	0.5	-2	-4	4.9
O=C(Nc1cccc(S(=O)(=O)N2CCOCC2)c1)C1CCCN(C(=O)c2ccc(Cl)cc2)C1 (configuration not stated)	-3	-7	-38	12	0.0	-3	-10	2.0
Cc1ccc(S(=O)(=O)N(C)CCCC(=O)Nc2ccc(F)cc2)cc1	-7	-6	-2	4	0.2	3	-5	-3.7
Cc1ccc(NC(=O)C2CCCCC2C(=O)O)cc1C (configuration not stated)	10	-3	x	-7	0.0	1	-6	0.8
C[C@H](CO)N1C[C@H](C)[C@@H](CN(C)Cc2ccc(Cl)c(Cl)c2)Oc2ccc(NC(=O)C3CCCCC3)cc2C1=O	-2	-4	-16	5	0.0	1	-16	2.8
Cc1ccc(S(=O)(=O)NCCc2cn3nc(C)c(C)nc3n2)cc1C	5	-6	-6	-3	-0.1	-43	-50	1.4
CC(=O)Nc1ccc(S(=O)(=O)N2CCN(Cc3nc4sc(C)c(C)c4c(=O)[nH]3)CC2)cc1	3	4	-6	25	0.0	-2	-6	-3.9
CC1(NC(=O)CSc2nnc(-c3c[nH]c4ccccc34)n2C2CC2)CCS(=O)(=O)C1 (configuration not stated)	1	-5	2	-34	0.2	-1	-4	1.8
CCOC1=C2[C@H](c3ccccc3F)N(S(=O)(=O)c3ccc(C)cc3)C[C@H]2n2c(=O)n(-c3ccccc3)c(=O)n2C1	0	6	-4	x	-0.1	x	-19	-1.7
COC(=O)c1ccc(-c2ccc(C(c3c(C)[nH][nH]c3=O)c3c(C)[nH][nH]c3=O)o2)cc1	-63	x	1	35	0.0	1	-10	-0.7
O=C(Nc1ccc(Cc2nc3ccccc3s2)cc1)c1ccncc1	22	4	9	1	0.0	-2	-11	-0.7
CCO/C(C)=N/Oc1cncnc1	-2	-9	4	x	0.1	-5	2	-2.6
Cn1c(SCC(=O)N2CCCC2)nc2cccnc21	-3	-4	-7	-6	0.0	-2	-4	-3.1
COc1cc(C)c(NC(=S)Nc2ccc(C)c(Cl)c2)cc1OC	2	0	-9	-7	0.0	x	x	x
Next part.
SMILES	esBAF inh	RAD54 inh	INS-1E GSIS act	ARNT TACC3 PPI	XiGFP reactiv	ERAP1 inh	RAD52 inh	CFTR F508del cor
CC(C)NC(=O)Nc1ccc2c(c1)CC(=O)N([C@@H](C)CO)C[C@H](C)[C@@H](CN(C)Cc1ccc(-c3ccccc3)cc1)O2	-7	-9	-13	-3	-0.1	-2	11	-0.5
O=S(=O)(N[C@@H]1CC[C@@H](CCn2cc(C3(O)CCCC3)nn2)O[C@@H]1CO)c1ccccc1	2	-6	-3	-5	-0.4	-3	-1	-4.1
COC(=O)C1=C(N)OC2=C(C(=O)CCC2)C1c1ccc2c(c1)OCO2 (configuration not stated)	-1	0	-5	-17	-0.1	-2	-2	0.9
N#Cc1c2n(c3c(=O)n(Cc4ccc(Cl)cc4)cnc13)CCCCC2	2	8	-1	4	x	x	x	x
NC(=O)CC(NC(=O)Cc1ccc(Cl)cc1)c1ccc(NCCc2ccccc2F)c([N+](=O)[O-])c1 (configuration not stated)	-3	-3	x	1	0.0	x	-10	-1.9
Cc1ccccc1-n1c(SCC(=O)NC(N)=O)nc2sc(-c3ccccc3)cc2c1=O	x	x	-1	-6	0.3	-5	-10	x
COC(=O)C1CN(C(=O)C(C)Oc2ccccc2Cl)c2ccccc2O1 (configuration not stated)	-7	0	-9	-25	0.2	-7	-18	0.8
CN1c2ccc(-c3cccc(C#N)c3)cc2[C@H]2[C@H](CCN2S(=O)(=O)c2ccccc2F)[C@H]1CO	-7	9	-17	-3	0.2	4	-8	0.5
COc1ccc(NC(=O)c2sc(=O)n(Cc3ccc(SC)cc3)c2C)cc1OC	-7	12	-19	x	0.9	x	-11	-1.7
COc1ccccc1N1CCN(C(=O)C2CCN(S(=O)(=O)c3ccccc3)CC2)CC1	2	2	7	2	x	6	-1	-3.3
C=CCN1C(=O)C(Cc2ccc(F)cc2)S/C1=N/N=C/c1ccco1 (configuration not stated)	x	x	-3	-5	0.0	1	-9	6.7
CCOC(=O)C1CCCN(Cc2nc(Cc3ccccc3Cl)no2)C1 (configuration not stated)	3	-15	-6	-6	0.2	-4	-5	-3.1
COC(=O)CCCC1=CC2=C(c3ccccc3)C(=O)C(C)(OC(=O)C3CCCC3)C(=O)C2=CN1CC1CC1 (configuration not stated)	1	-6	11	-7	0.0	2	-22	-1.0
COc1ccc(-c2noc(C(C)NC(=O)c3ccco3)n2)cc1OC (configuration not stated)	-2	6	20	-3	0.4	0	-3	2.0
CCNCc1ccccc1OCc1ccccc1	x	x	6	-4	0.2	1	-14	3.7
N#C[C@H]1[C@H](c2ccc(-c3ccccc3F)cc2)[C@H](CO)N1C(=O)c1ccccn1	-4	12	13	8	0.1	0	-37	-1.3
O=C(NCCOc1ccc(F)cc1)c1ccccc1SCc1ccccc1	-11	x	-25	-5	0.0	-6	-14	x
Cn1cnc(S(=O)(=O)N2CCCCN3[C@@H](CO)[C@H](c4ccc(C#CC5CCCC5)cc4)[C@@H]3C2)c1	-3	-8	-10	3	0.7	4	21	0.1
CN(C)c1oc(/C=C/c2cccs2)nc1S(=O)(=O)c1ccccc1	8	11	13	1	0.0	2	-18	-0.3
CC1=C(C(=O)Nc2ccccc2C)C(c2cccs2)NC(=S)N1 (configuration not stated)	x	x	-1	-3	-0.1	-1	-15	x

Entries from the list above containing an NH in an aromatic ring (5):
SMILES	esBAF inh	RAD54 inh	INS-1E GSIS act	ARNT TACC3 PPI	XiGFP reactiv	ERAP1 inh	RAD52 inh	CFTR F508del cor
CC(C)C1Cc2[nH][nH]c(=O)c2C(C2CC2)O1 (configuration not stated)	x	x	-12	x	0.0	-2	-10	-2.6
COc1ccc(Cn2c(=O)[nH]c3cc(C(=O)Nc4ccccc4C)ccc32)cc1	4	-13	6	-7	0.0	2	-2	-0.8
CC(=O)Nc1ccc(S(=O)(=O)N2CCN(Cc3nc4sc(C)c(C)c4c(=O)[nH]3)CC2)cc1	3	4	-6	25	0.0	-2	-6	-3.9
CC1(NC(=O)CSc2nnc(-c3c[nH]c4ccccc34)n2C2CC2)CCS(=O)(=O)C1 (configuration not stated)	1	-5	2	-34	0.2	-1	-4	1.8
COC(=O)c1ccc(-c2ccc(C(c3c(C)[nH][nH]c3=O)c3c(C)[nH][nH]c3=O)o2)cc1	-63	x	1	35	0.0	1	-10	-0.7

Outcome played no part in choosing rows. About 3.3% of those tested had a hit in this group.
